From PubChem
Efa HMGR inh – inhibitors of E. faecalis class II HMGR, primary screen, biochemical, Enterococcus faecalis; HMG-CoA reductase (Enterococcus faecalis, mvaE); purified E. faecalis HMGR, NADPH absorbance 340 nm kinetic; inhibition, % at 10 µM; 190,000 tested, 0.41% active;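 active means inhibition above a set limit, the median over all tested compounds plus 3 SD, cut at about 9.5% in these data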;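 further: enzyme runs in reverse so mevalonate oxidation gives rising NADPH absorbance; 0% = complete reaction with DMSO and 100% = background rate lacking mevalonate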
NF-kB expr up – activators of NF-kB expression in neurons, primary screen, cell-based, HTS | human neuronal cells, NF-kB reporter expression; hits give high values | fold change at 12.5 µM | 190,000 tested, 1.6% active; in the data active means fold change above about 3.3
STAT1 act – STAT1 signaling activators, primary screen, cell-based, HTS, luciferase reporter | NIH 3T3 STAT1-luciferase reporter, IFN-gamma, luminescence; 100% = IFN-gamma alone, no compound | activation (% of control), % at 5.5 µM | 200,000 tested, 2.6% active;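 active means activation above the screen-wide mean activation plus 3 SD, cut at about 130% in these data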;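 further: raw ratio to IFN-gamma control signal so 100% means no change and 0% no light; values of inactives mirror those of a sister screen read the other way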
TLR4 MyD88 comp – inhibitors of TLR4-MyD88 association in cells, primary screen, cell-based, HeLa CL3-4, BLA complementation, FRET ratio. inhibition, % at 8.4 µM. 200,000 tested, 0.18% active. AID 861, 2007. HeLa CL3-4 TLR4/MyD88 BLA complementation. Toll-like receptor 4 (Homo sapiens) + Myeloid differentiation primary response protein …; in the data active means inhibition above about 25%;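 further: 0% = vehicle and 100% = reference inhibitor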
Target sequence (O00206 whole entry, looked up): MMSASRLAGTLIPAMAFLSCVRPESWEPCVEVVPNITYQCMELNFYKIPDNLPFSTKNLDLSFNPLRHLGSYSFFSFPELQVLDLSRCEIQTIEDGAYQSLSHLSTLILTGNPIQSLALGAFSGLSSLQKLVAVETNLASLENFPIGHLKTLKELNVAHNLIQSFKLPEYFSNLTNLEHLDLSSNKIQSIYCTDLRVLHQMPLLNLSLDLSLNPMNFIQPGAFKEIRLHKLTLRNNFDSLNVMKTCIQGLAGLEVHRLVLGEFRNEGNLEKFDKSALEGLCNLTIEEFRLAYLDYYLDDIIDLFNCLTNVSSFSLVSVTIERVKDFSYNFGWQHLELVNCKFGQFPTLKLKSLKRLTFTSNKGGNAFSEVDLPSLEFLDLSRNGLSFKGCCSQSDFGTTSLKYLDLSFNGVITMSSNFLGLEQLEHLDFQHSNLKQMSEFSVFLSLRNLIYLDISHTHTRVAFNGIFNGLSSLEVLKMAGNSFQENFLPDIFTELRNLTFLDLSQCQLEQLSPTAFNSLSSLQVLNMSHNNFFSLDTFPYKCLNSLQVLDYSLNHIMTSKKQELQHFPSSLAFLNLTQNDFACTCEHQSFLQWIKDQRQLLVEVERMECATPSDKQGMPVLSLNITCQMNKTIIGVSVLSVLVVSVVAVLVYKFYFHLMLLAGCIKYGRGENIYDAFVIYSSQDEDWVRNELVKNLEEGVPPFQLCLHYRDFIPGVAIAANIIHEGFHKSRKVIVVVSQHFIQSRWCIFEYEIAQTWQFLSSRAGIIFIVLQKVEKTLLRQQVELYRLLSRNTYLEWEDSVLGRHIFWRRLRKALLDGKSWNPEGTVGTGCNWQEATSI
Target sequence (Q99836 whole entry, looked up): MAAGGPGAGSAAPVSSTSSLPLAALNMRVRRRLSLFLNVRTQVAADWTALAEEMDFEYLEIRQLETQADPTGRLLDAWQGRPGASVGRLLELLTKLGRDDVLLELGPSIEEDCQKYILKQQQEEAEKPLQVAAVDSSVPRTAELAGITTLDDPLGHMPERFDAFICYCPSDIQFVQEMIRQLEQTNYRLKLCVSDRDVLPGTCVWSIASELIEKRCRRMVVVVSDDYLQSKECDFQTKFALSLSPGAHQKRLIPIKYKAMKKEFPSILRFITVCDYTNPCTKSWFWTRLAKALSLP
Hsp70 act – Hsp70 transcriptional activators, primary screen, cell-based, HeLa, Hsp70 promoter luciferase, luminescence, 10 µM; HeLa Hsp70 promoter luciferase reporter; scaled: vehicle 0, proteasome-inhibitor control 100%; 200,000 tested, 0.04% active; activation, % at 10 µM;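 active means activation above the mean across all tested compounds plus 3 SD, cutoff set per campaign, cut at about 5.5% in these data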;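 further: 100% = MG132 at 30 µM as the positive control and 0% = DMSO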
STAT1 inh – STAT1 signaling inhibitors, primary screen, cell-based, HTS, luciferase reporter | inhibition, % at 5.5 µM | 200,000 tested, 0.35% active | NIH 3T3 STAT1-luciferase reporter, IFN-gamma, luminescence;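 active means inhibition above a set limit, the mean inhibition across all tested compounds plus 3 SD, cut at about 34% in these data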;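 further: 0% = IFN-gamma with DMSO and 100% = IFN-gamma with 300 µM nifuroxazide; values of inactives mirror those of a sister screen read the other way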
APP 5'UTR act – activators of APP 5'UTR luciferase reporter, primary screen, SH-SY5Y cells; SH-SY5Y APP 5'UTR luciferase reporter, luminescence; zero percent = DMSO vehicle wells; 190,000 tested, 1% active; activation, % at 2 µM; AID 1276, 2008;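 active means activation above a set limit, based on mean plus 3 SD of controls, cut at about 140% in these data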; further: values of inactives mirror those of a sister screen read the other way
STAT3 inh – IL-6 driven STAT3 reporter inhibitors, primary screen, U3A cells, luciferase, luminescence, MLSCN library | IL-6 STAT3-luciferase reporter; host cell line lacks STAT1 | inhibition, % at 5.5 µM | 190,000 tested, 0.89% active;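 active means inhibition above the mean inhibition across all screened compounds plus 3 SD, cut at about 44% in these data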;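 further: 0% = DMSO only wells and 100% = 100 µM nifuroxazide control wells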
DTT redox prof – compounds producing H2O2 with reducing agent – biochemical, NIH compound library profiling, artefact control for MLSCN library redox annotation, primary screen. DTT-dependent redox cycling H2O2, phenol red/HRP absorbance; 100% = 100 µM peroxide control, 0% = buffer. activation, % at 10 µM. 200,000 tested, 0.03% active;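 active means activation of at least 50% relative to the plate's high and low controls in the primary single-dose screen; inactive means activation below 50%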;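 further: compound incubated with DTT at 0.8 mM final as the reducing agent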
STAT3 act – IL-6 driven STAT3 reporter potentiators, primary screen, U3A cells, luciferase, luminescence, MLSCN library. IL-6 STAT3-luciferase reporter; 100% = signal with IL-6 EC80 alone. activation (% of control), % at 5.6 µM. 190,000 tested, 0.91% active. AID 871, 2007;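 active means activation above the screen-wide mean of compound activation plus 3 SD, cut at about 130% in these data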;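 further: 0% = background luminescence of wells with medium and substrate only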
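Material: human U3A cells carrying STAT3-luciferase construct. Measured by: reporter luminescence signal. Timing: compound 1 h, then IL-6 6 h at 37 °C.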
An asterisk follows results filed as active; nt = no result given.

No.	smiles	Efa HMGR inh	NF-kB expr up	STAT1 act	TLR4 MyD88 comp	Hsp70 act	STAT1 inh	APP 5'UTR act	STAT3 inh	DTT redox prof	STAT3 act
1	CP(=O)(O)CCCN	0	1.2	107	-11	0.3	-8	11	-8	0.3	109
2	CC(c1ccc(F)cc1)n1cc(C(=O)NCc2ccc3c(c2)OCO3)nn1 (configuration not stated)	-6	1.1	101	-3	-0.3	-1	4	0	-1.2	105
3	CCCCNC(=O)Nc1ccc(C(O)(C(=O)OC)C(F)(F)F)cc1 (configuration not stated)	-5	1.3	102	5	-0.1	-2	-2	1	-0.5	103
4	COc1ccc2nc3oc(C(=O)N4CCC5(CC4)OCCO5)cc3cc2c1	-5	1.4	108	-18	0.2	-7	-24	7	-1.0	99
5	C=CCN1C(=O)c2ccccc2Sc2ccc(C(=O)N3CCC4(CC3)OCCO4)cc21	-3	0.7	89	-1	-0.1	12	-3	13	3.3	92
6	COc1ccc(OC)c(C2=NOC(C(=O)N3CCC4(CC3)OCCO4)C2)c1 (configuration not stated)	-10	0.93	100	6	-0.3	0	7	-4	-1.8	106
7	Cc1ccc(-c2cc(C(=O)N3CCC4(CC3)OCCO4)no2)cc1	-7	1.3	109	-10	0.0	-12	18	8	-1.3	97
8	Cc1ccc(O)c(CN2CCN(c3ccccc3)CC2)c1	2	1	100	6	0.2	1	0	15	-2.7	92
9	CCOP(=O)(OCC)C(NS(=O)(=O)c1ccccc1)C(Cl)(Cl)Cl (configuration not stated)	-2	1.2	106	7	-0.3	-8	5	1	-0.1	102
10	CN(C)C(Cc1ccccc1)C(=O)c1ccc(-c2ccccc2)cc1 (configuration not stated)	-7	1	105	1	-0.2	-5	nt	7	0.3	93
11	CNCCc1nc(N)n[nH]1	-1	2.7	96	-2	0.8	5	26	9	0.1	99
12	CCOC(=O)C1C(=O)N(C)C2(C)CC1c1ccccc1O2 (configuration not stated)	-9	0.93	96	10	0.1	4	-2	11	1.6	99
13	O=C(Nc1ccccc1OC(=O)N1CCOCC1)N1CCOCC1	2	1.2	89	-6	-0.1	12	1	9	2.5	96
14	O=C(c1ccco1)c1cn(Cc2ccccc2Cl)c2ccccc12	0	0.79	77	-10	-0.1	18	1	-14	0.4	112
15	CC[N+](CC)(CC)CCCCCCCCCC[N+](CC)(CC)CC	0	1.3	97	-3	0.1	4	4	3	0.7	98

3 entries already listed, sorted by molecular weight, ascending.
No.	smiles	Efa HMGR inh	NF-kB expr up	STAT1 act	TLR4 MyD88 comp	Hsp70 act	STAT1 inh	APP 5'UTR act	STAT3 inh	DTT redox prof	STAT3 act
1	CP(=O)(O)CCCN	0	1.2	107	-11	0.3	-8	11	-8	0.3	109
8	Cc1ccc(O)c(CN2CCN(c3ccccc3)CC2)c1	2	1	100	6	0.2	1	0	15	-2.7	92
9	CCOP(=O)(OCC)C(NS(=O)(=O)c1ccccc1)C(Cl)(Cl)Cl (configuration not stated)	-2	1.2	106	7	-0.3	-8	5	1	-0.1	102

New compounds follow
No.	smiles	Efa HMGR inh	NF-kB expr up	STAT1 act	TLR4 MyD88 comp	Hsp70 act	STAT1 inh	APP 5'UTR act	STAT3 inh	DTT redox prof	STAT3 act
16	O=C(O)c1cccc2nc3ccccc3nc12	-2	0.48	103	-7	-0.1	-4	-2	-9	-0.4	108
17	COc1ccc(CCn2c(O)c(C=NCCCO)c(=O)[nH]c2=O)cc1OC	-2	0.99	104	-11	-0.2	-5	-8	-6	1.8	108
18	CCCC1=C(C(=O)OCC)C2(C(=O)Nc3ccccc32)C(C#N)=C(N)O1 (configuration not stated)	-1	1.3	106	10	-0.2	-7	-3	-6	1.8	108
19	CCOC(=O)c1c(C)n(Cc2ccco2)c2ccc(OC)cc12	-1	0.79	92	-1	0.0	8	11	1	-2.2	102
20	CCCCn1c(NS(=O)(=O)c2ccccc2)c(C(=O)OCC)c2nc3ccccc3nc21	0	0.94	98	7	-0.2	2	3	-12	167*	107
21	CCOC(=O)c1sc(/N=C/c2c(O)n(-c3cccc(C)c3)c(=O)[nH]c2=O)c(C#N)c1C	2	1.3	114	-8	-0.4	-16	3	5	0.3	100
22	CCOC(=O)c1c(NS(=O)(=O)c2ccccc2)n(CCCOC)c2nc3ccccc3nc12	-4	0.94	97	-6	-0.2	4	11	-17	0.3	111
23	O=C1CN=C(c2ccccc2)c2cc(Br)ccc2N1Cc1cc(=O)n2ccccc2n1	-2	0.88	99	-5	0.0	1	-5	3	-0.4	95
24	CN1C(=O)C(=Cc2ccc(Sc3ccccc3)o2)C(=O)N(C)C1=O	3	1.1	104	8	-0.1	-6	4	7	-0.8	98
25	CCC(C(=O)N1CCC2(CC1)OCCO2)c1ccccc1 (configuration not stated)	0	1	106	-1	-0.2	-6	-9	-6	0.5	108
26	CC(=O)N1CN2CN(C(C)=O)CC(C(=O)c3ccc(Br)cc3)(C2)C1	-3	0.82	92	0	-0.4	8	3	-1	2.9	101
27	CN1C(=O)C(=Cc2ccccc2OCc2ccc(Cl)cc2)C(=O)N(C)C1=O	-6	2	118	-4	-0.3	-20	60	7	0.4	94
28	Cc1ccc(N2Cc3ccccc3C2=N)cc1[N+](=O)[O-]	-2	1.4	105	-8	-0.2	-7	0	-4	-0.5	104
29	CCCc1nc2ccccc2c(=O)n1-c1cccc(OC)c1	6	1.1	89	1	-0.1	12	-9	10	-0.1	94
30	COc1ccc(OC)c2c1CCC1NCCOC21 (configuration not stated)	-4	1.1	102	-9	0.1	-2	-13	15	-0.6	91

Later entries.
No.	smiles	Efa HMGR inh	NF-kB expr up	STAT1 act	TLR4 MyD88 comp	Hsp70 act	STAT1 inh	APP 5'UTR act	STAT3 inh	DTT redox prof	STAT3 act
31	CN1CCN(c2cc(N3CCCCCC3)c(F)cc2[N+](=O)[O-])CC1	-1	0.99	101	0	-0.3	-1	10	6	0.1	97
32	CC(C)CN1CCN(Cc2cccc3c2OCO3)CC1CCO (configuration not stated)	-3	1	87	4	-0.2	13	29	7	-2.1	97
33	C#CCN(C)C(C)Cc1ccccc1 (configuration not stated)	-7	1.1	96	-7	-0.1	5	9	3	-0.7	100
34	O=c1c2ccccc2nc(CSc2ncnc3nc[nH]c23)n1-c1ccc(Cl)c(Cl)c1	0	0.42	82	14	-0.1	20	9	6	-3.9	99
35	Cc1ccccc1CN1CCN(Cc2ccccc2)CC1	-1	1.5	114	-10	-0.1	-17	13	0	-1.4	102
36	COc1ccccc1-n1c(O)c(C=Nc2c(C)n(C)n(-c3ccccc3)c2=O)c(=O)[nH]c1=O	1	1.2	102	-4	-0.1	-4	4	8	-0.6	97
37	CC(=NC1CCN(Cc2ccccc2)CC1)c1c(O)n(C)c(=O)n(C)c1=O	-6	1.1	87	-3	-0.3	14	-1	-2	2.0	104
38	COc1ccc(-c2nc3ccccc3c(=O)n2-c2nccs2)cc1	-4	0.96	96	-15	-0.2	4	-10	1	-4.0	103
39	CSc1ccccc1C(=O)C1CCCN(Cc2cccc(C)n2)C1 (configuration not stated)	5	1.1	95	-11	-0.4	4	14	1	-1.5	100
40	COC(=O)C1=C(N)Oc2c(c(=O)oc3ccccc23)[C@]12C(=O)N(C)c1ccccc12	1	1.3	99	0	-0.5	2	32	1	-0.6	105
41	CCS(=O)(=O)N1CCCC(C(=O)N2CCC3(CC2)OCCO3)C1 (configuration not stated)	-6	1	102	-4	-0.6	-2	-1	4	-1.1	103
42	COc1ccc(S(=O)(=O)NCc2ccc(C(=O)N3CCC4(CC3)OCCO4)cc2)cc1	0	0.9	98	3	-0.1	2	-12	2	0.8	100
43	O=C(Cc1ccccc1)Oc1ccc(N2C(=O)CCC2=O)cc1	-7	1.8	103	-5	0.0	-3	-4	5	0.5	97
44	CCCCNC(=O)c1c(N)n(Cc2ccc3c(c2)OCO3)c2nc3ccccc3nc12	-1	0.91	113	-17	-0.1	-14	2	-6	6.0	109
45	NCC(O)c1ccc(O)cc1 (configuration not stated)	-13	0.77	97	3	-0.2	4	4	18	-1.6	86

Following part
No.	smiles	Efa HMGR inh	NF-kB expr up	STAT1 act	TLR4 MyD88 comp	Hsp70 act	STAT1 inh	APP 5'UTR act	STAT3 inh	DTT redox prof	STAT3 act
46	CN1CC=C(c2c[nH]c3ccccc23)CC1	-4	0.91	97	-8	-0.3	4	1	0	-0.8	100
47	COc1ccc2c(c1)CC1(CN2C)C(=O)NC(=O)N(c2ccc(F)cc2)C1=O (configuration not stated)	-3	1.1	99	-4	-0.3	1	20	-58	-0.7	150*
48	CN1C(=O)/C(=C/c2ccc(N3CCCCCC3)o2)C(=O)NC1=S	-7	2.4	166*	6	0.8	-74	28	-24	-0.1	122
49	O=C(Cn1cnc2ccccc2c1=O)NCCC(=O)N1CCC2(CC1)OCCO2	-3	1	101	7	-0.2	-1	0	2	2.5	102
50	COc1cc(OC)c(OC)cc1/C=C1\C(=O)NC(=O)N(Cc2ccccc2)C1=O	2	1.2	99	2	-0.2	-1	-11	4	-0.9	102
51	O=C(CN1CC(c2ccccc2)CC1=O)Nc1ccccc1 (configuration not stated)	-4	1.2	99	-10	-0.4	2	-24	2	-0.6	98
52	CC(C(=O)c1c[nH]c2ccccc12)N1CCSCC1 (configuration not stated)	nt	1.2	102	4	1.3	-2	11	-4	-7.1	106
53	COCCOC(=O)c1c(N)n(Cc2ccco2)c2nc3ccccc3nc12	nt	nt	97	-13	-0.4	4	10	12	-1.2	96

Not all compounds are listed (hit frequency here may not be typical).
